SIAE primary: human SIAE inhibitors, primary screen, biochemical, fluorescence polarization, FP-Rh probe, 1536-well HTS | Sialate O-acetylesterase (Homo sapiens), Q9HAT2 | SIAE FP-Rh probe binding | inhibition, % at 9.66 µM | 0.69% of 370,000 active | AID 1053197, 2014;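 active = inhibition above a cutoff: mean of compounds within the control limits plus 3 SD of those, cut at about 17% in these data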;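 also: 0% = plate median of compound wells and 100% = probe without SIAE protein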
mABHD4 FP: ABHD4 inhibitors, primary screen, biochemical, fluorescence polarization, mouse | 0.54% of 370,000 active | (Lyso)-N-acylphosphatidylethanolamine lipase (Mus musculus), Q8VD66 | inhibition, % at 8.92 µM | purified mABHD4, FP-Rh probe fluorescence polarization;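 active = inhibition exceeding the mean over every tested compound plus 3 SD, cut at about 30% in these data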;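 also: 0% = plate median of compound wells and 100% = S159A mutant with DMSO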
Target sequence (Q8VD66 whole entry, looked up): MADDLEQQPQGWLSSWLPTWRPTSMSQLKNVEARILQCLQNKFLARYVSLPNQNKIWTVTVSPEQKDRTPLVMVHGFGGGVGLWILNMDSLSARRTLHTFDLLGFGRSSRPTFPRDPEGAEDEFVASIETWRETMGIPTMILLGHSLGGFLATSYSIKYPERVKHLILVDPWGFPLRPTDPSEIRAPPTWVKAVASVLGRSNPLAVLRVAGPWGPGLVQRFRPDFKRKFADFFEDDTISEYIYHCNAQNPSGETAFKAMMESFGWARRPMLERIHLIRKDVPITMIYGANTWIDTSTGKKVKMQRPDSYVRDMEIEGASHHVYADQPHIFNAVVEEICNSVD
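Doses – 8.92 µM, single dose · Material – wild-type mouse ABHD4 protein · Replication – single well per compound (singlicate) · Measure – percent inhibition of probe binding, normalized to plate controls · Schedule – 45 min compound pre-incubation plus 60 min probe step, 25 °C · Detection – fluorescence polarization with parallel and perpendicular emission, 525/598 nm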
LEDGF integ inh: blockers of LEDGF/p75-dependent integrase strand transfer – biochemical, TR-FRET, high throughput, primary screen. TR-FRET IN-LEDGF/p75 DNA integration, Eu/Cy5. inhibition, % at 3.7 µM. AID 743269, 2014. 0.64% of 370,000 active. HIV-1 integrase (with human LEDGF/p75);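 active = inhibition above the screen-wide mean plus 3 SD, cut at about 13% in these data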;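 also: signal is the Cy5 over europium emission ratio at 671 and 618 nm; 0% = plate median of compound wells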
HTRA1 inhibitor: HTRA1 serine protease inhibitors, primary screen, biochemical, fluorescence polarization, HTS | Q92743 | recombinant HTRA1, FP-rhodamine activity-based probe | inhibition, % at 5.96 µM | 0.5% of 340,000 active; in the data active = inhibition above about 36%;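 also: 0% = enzyme with DMSO and 100% = wells lacking enzyme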
Target sequence (Q92743 whole entry, looked up): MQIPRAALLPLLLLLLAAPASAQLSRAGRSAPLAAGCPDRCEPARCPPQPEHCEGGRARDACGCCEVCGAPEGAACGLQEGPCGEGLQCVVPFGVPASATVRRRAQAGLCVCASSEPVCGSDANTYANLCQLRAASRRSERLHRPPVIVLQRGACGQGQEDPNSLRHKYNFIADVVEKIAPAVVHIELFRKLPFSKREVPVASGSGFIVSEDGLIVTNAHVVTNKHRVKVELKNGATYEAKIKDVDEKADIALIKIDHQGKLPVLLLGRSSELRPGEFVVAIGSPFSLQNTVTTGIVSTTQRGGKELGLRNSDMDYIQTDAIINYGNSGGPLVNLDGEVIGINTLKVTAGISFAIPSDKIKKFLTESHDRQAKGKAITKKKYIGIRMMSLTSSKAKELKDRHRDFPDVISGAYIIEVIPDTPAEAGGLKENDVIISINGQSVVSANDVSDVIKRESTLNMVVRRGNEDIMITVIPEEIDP
MBD2 DNA inh: inhibitors of MBD2 binding to methylated DNA, primary screen, biochemical, TR-FRET, DNA-binding domain, human; Methyl-CpG-binding domain protein 2 (Homo sapiens), Q9UBB5; MBD2 binding to methylated oligonucleotide; inhibition, % at 4.4 µM; 0.31% of 370,000 active; AID 686964, 2013; in the data active = inhibition above about 13%
TCR CD3 inh: inhibitors of human TCR-CD3 interaction, primary screen, biochemical, fluorescence, TAMRA-labeled TCR probe; AID 651800, 2012; 0.37% of 360,000 active; inhibition, % at 9.4 µM; T-cell receptor (TCR); in the data active = inhibition above about 19%;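 also: recombinant mutant TCR 2C K166C tagged with TAMRA read by polarization; 0% = receptor in buffer alone and 100% = receptor with positive control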
rCAG binder: binders of r(CAG) RNA repeats, primary screen, biochemical, fluorescence; 1.3% of 370,000 active; inhibition, % at 3 µM; r(CAG) RNA repeat, TO-PRO-1 dye displacement fluorescence;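 active = inhibition above the plate cutoff, the mean of all test compounds on that plate plus 3 SD, cut at about 35% in these data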;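 also: 0% = DMSO alone and 100% = 100 µM mitoxantrone as full dye displacement; higher means more dye released from RNA so lower well fluorescence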
NPR2 activator: human GC-B receptor activators, primary screen, HEK293 GC-B cells, cGMP TR-FRET, EC30 CNP; Atrial natriuretic peptide receptor 2 (Homo sapiens), P20594; 0% at EC30 CNP, 100% saturating CNP; activation, % at 10 µM; 0.11% of 370,000 active; AID 1920062, 2024;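 active = activation at 10 µM reaching about 35% in either raw or pattern-adjusted values, limit read from the data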
PRMT1 inh: PRMT1 methyltransferase inhibitors, primary screen, biochemical, fluorescence polarization. recombinant PRMT1, activity-based probe fluorescence polarization. AID 652257, 2013. Protein arginine N-methyltransferase 1 (Homo sapiens), Q99873. 1.3% of 370,000 active. inhibition, % at 2.79 µM;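 active = inhibition above about 21% made by adding two undisclosed values, limit read from the data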
TDP2 inh: human TDP2 enzyme inhibitors, primary screen, biochemical, epi absorbance, recombinant enzyme; T5PNP hydrolysis, p-nitrophenol absorbance 415 nm; Tyrosyl-DNA phosphodiesterase 2 (Homo sapiens), O95551; 0.34% of 370,000 active; AID 720702, 2013; inhibition, % at 12.8 µM;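 active = inhibition above the mean of all tested compounds plus 3 SD, set per campaign, cut at about 25% in these data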;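 also: 0% = DMSO with enzyme and 100% = buffer with substrate but no TDP2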
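System – recombinant human TDP2 · Amount – 120 nM TDP2 per well · Buffer or medium – Mg2+-containing Tris-HCl buffer, pH 7.5 · Reagent – T5PNP substrate, 5 mM · Dosing – 12.8 µM single point, 1% DMSO · Incubation – 2 h at 37 °C · Measured by – epi absorbance · Read-out basis – percent inhibition · Benchmarks – high control without enzyme, low control DMSO plus TDP2 · Repeats – singlicate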
* = called active by the depositor. An excerpt; count on the stated rates, not on these rows.

The first three compounds, to show the layout:
`CCOC(=O)C1CCN(C2CC(=O)N(c3ccc(OCC)cc3)C2=O)CC1` (stereo unspecified) gave SIAE primary -2, mABHD4 FP 4, LEDGF integ inh 0, HTRA1 inhibitor 2, MBD2 DNA inh 2, TCR CD3 inh -2, rCAG binder -6, NPR2 activator 4, PRMT1 inh 45* and TDP2 inh 7.
For Cc1ccc(C(=O)CN(Cc2ccccc2)C2=NCCS2)cc1 the results were SIAE primary -5, mABHD4 FP -1, LEDGF integ inh 2, HTRA1 inhibitor -7, MBD2 DNA inh 1, TCR CD3 inh -1, rCAG binder -4, NPR2 activator -3, PRMT1 inh -3 and TDP2 inh -1.
COCCn1c(C)cc(C(=O)COC(=O)c2ccc(Cl)c(S(N)(=O)=O)c2)c1C was read as SIAE primary 1, mABHD4 FP 2, LEDGF integ inh 0, HTRA1 inhibitor 0, MBD2 DNA inh -2, TCR CD3 inh 5, rCAG binder 3, NPR2 activator 2, PRMT1 inh 2 and TDP2 inh 8.

All compounds of this part (from the top)
`CCOC(=O)C1CCN(C2CC(=O)N(c3ccc(OCC)cc3)C2=O)CC1` (stereo unspecified) gave SIAE primary -2, mABHD4 FP 4, LEDGF integ inh 0, HTRA1 inhibitor 2, MBD2 DNA inh 2, TCR CD3 inh -2, rCAG binder -6, NPR2 activator 4, PRMT1 inh 45* and TDP2 inh 7.
For Cc1ccc(C(=O)CN(Cc2ccccc2)C2=NCCS2)cc1 the results were SIAE primary -5, mABHD4 FP -1, LEDGF integ inh 2, HTRA1 inhibitor -7, MBD2 DNA inh 1, TCR CD3 inh -1, rCAG binder -4, NPR2 activator -3, PRMT1 inh -3 and TDP2 inh -1.
COCCn1c(C)cc(C(=O)COC(=O)c2ccc(Cl)c(S(N)(=O)=O)c2)c1C was read as SIAE primary 1, mABHD4 FP 2, LEDGF integ inh 0, HTRA1 inhibitor 0, MBD2 DNA inh -2, TCR CD3 inh 5, rCAG binder 3, NPR2 activator 2, PRMT1 inh 2 and TDP2 inh 8.
CCOC(=O)c1cc(C(C)=O)n2ccccc12 was read as SIAE primary 0, mABHD4 FP -6, LEDGF integ inh 0, HTRA1 inhibitor 6, MBD2 DNA inh 2, TCR CD3 inh 6, rCAG binder 0, NPR2 activator -2, PRMT1 inh -1 and TDP2 inh 3.
Screening CCCCNC(=O)/C(C#N)=c1\s/c(=C\c2ccccc2OC(F)F)c(=O)n1CCCOC returned SIAE primary 2, mABHD4 FP -6, LEDGF integ inh 5, HTRA1 inhibitor 0, MBD2 DNA inh -1, TCR CD3 inh -2, rCAG binder -2, NPR2 activator -7, PRMT1 inh -1 and TDP2 inh -14.
For COc1cc(OC)c(NC(=O)N2CCOCC2)cc1Cl the results were SIAE primary 25*, mABHD4 FP 0, LEDGF integ inh 3, HTRA1 inhibitor 3, MBD2 DNA inh -1, TCR CD3 inh -4, rCAG binder -1, NPR2 activator 0, PRMT1 inh -4 and TDP2 inh -2.
For O=C(Cn1ccc([N+](=O)[O-])n1)NCC1CCCO1 (stereo unspecified) the results were SIAE primary 4, mABHD4 FP 1, LEDGF integ inh 4, HTRA1 inhibitor 0, MBD2 DNA inh -7, TCR CD3 inh 3, rCAG binder 0, NPR2 activator -4, PRMT1 inh -5 and TDP2 inh -8.
Screening CCC(C)[C@H](NC(=O)N1CCn2c1nc1ccccc12)C(=O)NCc1ccc(OC)cc1 (stereo partly specified) returned SIAE primary -6, mABHD4 FP 1, LEDGF integ inh -1, HTRA1 inhibitor -18, MBD2 DNA inh -3, TCR CD3 inh 5, rCAG binder -4, NPR2 activator -3, PRMT1 inh -3 and TDP2 inh -1.
For O=C(CSc1ccccc1)NCC1(N2CCCCC2)CCCCC1 the results were SIAE primary -2, mABHD4 FP -8, LEDGF integ inh 5, HTRA1 inhibitor -6, MBD2 DNA inh -4, TCR CD3 inh -10, rCAG binder 0, NPR2 activator 2, PRMT1 inh -2 and TDP2 inh -19.
`Cc1cc(C)nc(CCNC(=O)CC2C(=O)NCCN2Cc2ccccc2)n1` (stereo unspecified) gave SIAE primary 5, mABHD4 FP 9, LEDGF integ inh 0, HTRA1 inhibitor 2, MBD2 DNA inh 2, TCR CD3 inh -1, rCAG binder 0, NPR2 activator -1, PRMT1 inh 7 and TDP2 inh 8.
O=C1c2ccccc2C(=O)N1CCOCCN1C(=O)c2ccccc2C1=O was read as SIAE primary -3, mABHD4 FP -1, LEDGF integ inh 3, HTRA1 inhibitor 0, MBD2 DNA inh 1, TCR CD3 inh -1, rCAG binder 0, NPR2 activator 9, PRMT1 inh -2 and TDP2 inh 5.
For COc1ccc(/C=N/Nc2ccccc2C(=O)O)cc1Cn1cc([N+](=O)[O-])cn1 the results were SIAE primary 6, mABHD4 FP 13, LEDGF integ inh -6, HTRA1 inhibitor -1, MBD2 DNA inh 1, TCR CD3 inh 3, rCAG binder 50*, NPR2 activator -3, PRMT1 inh 6 and TDP2 inh 1.
O=C(Nc1ccc(OCC(=O)N2CCC(Cc3ccccc3)CC2)cc1)c1ccco1 was read as SIAE primary 4, mABHD4 FP -1, LEDGF integ inh 0, HTRA1 inhibitor -17, MBD2 DNA inh 2, TCR CD3 inh 3, rCAG binder -6, NPR2 activator -12, PRMT1 inh 0 and TDP2 inh 3.
`CCOC(=O)C1=NNC(C(=O)c2ccccc2)C1c1ccc(OC)cc1` (stereo unspecified) gave SIAE primary -1, mABHD4 FP -5, LEDGF integ inh 0, HTRA1 inhibitor -7, MBD2 DNA inh 3, TCR CD3 inh -9, rCAG binder -3, NPR2 activator -4, PRMT1 inh 3 and TDP2 inh -3.
Screening CCOC(=O)c1cc(C(=O)c2cc(F)ccc2O)coc1=N returned SIAE primary 1, mABHD4 FP -9, LEDGF integ inh -1, HTRA1 inhibitor 2, MBD2 DNA inh -1, TCR CD3 inh -3, rCAG binder -1, NPR2 activator -4, PRMT1 inh 0 and TDP2 inh -3.
Screening O=C(NCc1ccco1)c1cccc2ccccc12 returned SIAE primary 5, mABHD4 FP 12, LEDGF integ inh 1, HTRA1 inhibitor -3, MBD2 DNA inh -3, TCR CD3 inh 1, rCAG binder 8, NPR2 activator -5, PRMT1 inh 3 and TDP2 inh -1.
For Cc1ccc(C)c(NC(=O)CCN2CCN(c3ccccc3F)CC2)c1 the results were SIAE primary 3, mABHD4 FP -4, LEDGF integ inh 5, HTRA1 inhibitor -5, MBD2 DNA inh 3, TCR CD3 inh 0, rCAG binder -10, NPR2 activator 2, PRMT1 inh -4 and TDP2 inh 2.
CC(C)(C)OC(=O)N1CCC(C(=O)N[C@@H](Cc2ccccc2)C(=O)O)(c2ccccc2)CC1 was read as SIAE primary -5, mABHD4 FP 5, LEDGF integ inh 18*, HTRA1 inhibitor 5, MBD2 DNA inh -3, TCR CD3 inh 0, rCAG binder 5, NPR2 activator 6, PRMT1 inh -2 and TDP2 inh -5.
Screening CCn1nc(C)c(C2C(C#N)=C(N)OC3=C2C(=O)CC(C)(C)C3)c1C (stereo unspecified) returned SIAE primary 2, mABHD4 FP 6, LEDGF integ inh 1, HTRA1 inhibitor 0, MBD2 DNA inh 2, TCR CD3 inh -2, rCAG binder -2, NPR2 activator 6, PRMT1 inh 1 and TDP2 inh 1.
O=S(=O)(Nc1ncccn1)c1ccc(-n2cnnn2)cc1 was read as SIAE primary 2, mABHD4 FP -2, LEDGF integ inh 7, HTRA1 inhibitor 1, MBD2 DNA inh 2, TCR CD3 inh 1, rCAG binder 0, NPR2 activator 2, PRMT1 inh -2 and TDP2 inh 13.
For Cc1nnc2n(C3CCCCC3)c(=O)c3c4c(sc3n12)COC(C)(C)C4 the results were SIAE primary -3, mABHD4 FP -16, LEDGF integ inh 0, HTRA1 inhibitor -3, MBD2 DNA inh 3, TCR CD3 inh -1, rCAG binder 0, NPR2 activator -3, PRMT1 inh 3 and TDP2 inh -10.
Screening COc1ccccc1NC(=O)C1=C(C)NC2=C(C(=O)CCC2)C1c1ccc2c(c1)OCO2 (stereo unspecified) returned SIAE primary -2, mABHD4 FP -10, LEDGF integ inh 0, HTRA1 inhibitor 5, MBD2 DNA inh 2, TCR CD3 inh 2, rCAG binder -4, NPR2 activator -7, PRMT1 inh -2 and TDP2 inh 10.
O=C(Nc1ccc2[nH]c(=O)[nH]c2c1)Nc1ccc(F)cc1F was read as SIAE primary 6, mABHD4 FP 3, LEDGF integ inh 2, HTRA1 inhibitor 6, MBD2 DNA inh -4, TCR CD3 inh 8, rCAG binder 1, NPR2 activator -4, PRMT1 inh -3 and TDP2 inh 16.
For COc1ccc(OCc2cc(C(=O)N3CCCN(C(C)=O)CC3)no2)c(Cl)c1 the results were SIAE primary 0, mABHD4 FP -7, LEDGF integ inh 4, HTRA1 inhibitor 5, MBD2 DNA inh -1, TCR CD3 inh -1, rCAG binder -4, NPR2 activator 1, PRMT1 inh -5 and TDP2 inh -1.
Screening C/C=N\NC(=O)COc1cc(C)ccc1C returned SIAE primary -4, mABHD4 FP 5, LEDGF integ inh -1, MBD2 DNA inh 4, TCR CD3 inh -1, rCAG binder -1, NPR2 activator 2, PRMT1 inh 3 and TDP2 inh -3.
`Cn1c(=O)c2cc(NC(=O)Cc3cccnc3)ccc2n1-c1ccc2ccccc2c1` gave SIAE primary 2, mABHD4 FP 12, LEDGF integ inh -2, MBD2 DNA inh -1, TCR CD3 inh -7, rCAG binder 8, NPR2 activator 68*, PRMT1 inh 6 and TDP2 inh -5.
Screening CCOc1ccc(OCCC(=O)OCC(=O)Nc2ccc(Cl)cn2)cc1 returned SIAE primary 0, mABHD4 FP 6, LEDGF integ inh -2, HTRA1 inhibitor -3, MBD2 DNA inh -2, TCR CD3 inh -4, rCAG binder -2, NPR2 activator -3, PRMT1 inh 0 and TDP2 inh -5.
`CC(OC(=O)C1CCCCC1)C(=O)Nc1ccc(S(N)(=O)=O)cc1` (stereo unspecified) gave SIAE primary 6, mABHD4 FP 8, LEDGF integ inh -5, HTRA1 inhibitor -4, MBD2 DNA inh 1, TCR CD3 inh -1, rCAG binder 1, NPR2 activator 3, PRMT1 inh 3 and TDP2 inh 1.
